Screens as filed in PubChem BioAssay.
SKN-1 block – C. elegans SKN-1 inhibition; C. elegans VP596 Pgst-4::GFP/RFP ratio, acrylamide-induced, 24 h; inhibition, % at 21.8 µM; 360,000 compounds, 0.49% hits;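 active = interference check ratio from 0.5 to 1.5 plus GFP to RFP signal ratio inhibition reaching or exceeding a fixed threshold, cut at about 30% in these data, passing the limit was not always enough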; note: some compounds called inactive have numbers as strong as hits
MT1-MMP act inh – MT1-MMP (human) activation inhibition; GFP/RFP ratio change, % at 20 µM; 360,000 compounds, 0.061% hits; HT1080 RFP-PRO-GFP cells, GFP/RFP ratio fluorescence, overnight; percent of plate control window, DMSO zero; P50281;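 active = GFP/RFP ratio change of at least 30% with cell ATP level not reduced by more than half and red fluorescence within 50% of control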; note: strong numbers were not always called active
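Compound: 20 µM single dose, 1% DMSO / System: HT1080 RFP-PRO-GFP cells / Controls: DMSO and RFP-L50D-GFP cell wells / Read-out basis: GFP/RFP fluorescence ratio / Schedule: overnight compound exposure at 37 °C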
Neddyl block – cullin neddylation inhibition | 360,000 compounds, 0.58% hits | AID 651699 | TR-FRET cullin neddylation, biochemical | calls only at 25 µM; in the data active = inhibition above about 36%
CendR NRP1 mod – NRP-1/CendR interaction modulation | O14786 | FAM-RPARPAR peptide binding to NRP-1, fluorescence polarization | inhibition, % at 25 µM | 360,000 compounds, 0.85% hits | AID 602438;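 active = inhibition or corrected inhibition above about 18%, plus a signal ratio from 0.5 to 1.5, limit read from the data, passing the limit was not always enough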; note: strong numbers were not always called active
Target sequence (O14786 whole entry, looked up): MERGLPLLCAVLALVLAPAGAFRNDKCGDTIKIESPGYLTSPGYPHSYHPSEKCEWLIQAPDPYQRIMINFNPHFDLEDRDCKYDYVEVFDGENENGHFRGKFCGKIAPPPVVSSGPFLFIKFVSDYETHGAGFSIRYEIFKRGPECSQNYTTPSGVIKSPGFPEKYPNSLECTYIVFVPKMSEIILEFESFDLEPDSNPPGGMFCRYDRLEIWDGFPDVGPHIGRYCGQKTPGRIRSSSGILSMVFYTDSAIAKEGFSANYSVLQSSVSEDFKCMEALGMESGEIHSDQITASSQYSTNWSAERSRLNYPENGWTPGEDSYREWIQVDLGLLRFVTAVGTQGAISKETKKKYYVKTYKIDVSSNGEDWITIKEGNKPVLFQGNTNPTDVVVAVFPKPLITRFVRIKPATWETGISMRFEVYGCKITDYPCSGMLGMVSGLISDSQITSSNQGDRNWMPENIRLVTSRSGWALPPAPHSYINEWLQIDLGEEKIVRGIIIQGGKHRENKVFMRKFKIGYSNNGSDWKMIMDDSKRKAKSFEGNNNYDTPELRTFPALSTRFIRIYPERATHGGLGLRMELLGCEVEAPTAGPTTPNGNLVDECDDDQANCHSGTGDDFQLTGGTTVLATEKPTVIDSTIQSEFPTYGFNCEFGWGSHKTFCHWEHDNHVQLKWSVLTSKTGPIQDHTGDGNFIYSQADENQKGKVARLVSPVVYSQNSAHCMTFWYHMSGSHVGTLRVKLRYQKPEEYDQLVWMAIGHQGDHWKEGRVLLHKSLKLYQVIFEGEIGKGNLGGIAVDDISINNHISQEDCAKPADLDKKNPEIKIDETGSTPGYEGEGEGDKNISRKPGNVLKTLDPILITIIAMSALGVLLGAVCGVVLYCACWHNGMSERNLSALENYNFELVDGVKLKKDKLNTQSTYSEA
PABP1 MLLE inh – blocks PAM2 peptide binding to the PABP1 MLLE domain; P11940; GST-MLLE / FITC-PAM2 fluorescence polarization; inhibition, % at 20 µM; 360,000 compounds, 0.36% hits; in the data active = inhibition above about 35%, passing the limit was not always enough;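 note: plate controls were DMSO wells with GST-MLLE for no effect and wells lacking GST-MLLE protein for full effect; some results filed as inactive read as strong as hits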
Rin1-Abl PPI inh – inhibitors of human Rin1-Abl protein interaction; TR-FRET Rin1/Abl binding, biochemical; inhibition, % at 7.35 µM; 360,000 compounds, 0.4% hits; AID 588664; in the data active = inhibition above about 5%, passing the limit was not always enough
FAS-TE inh – FAS thioesterase (human) inhibition. P49327. recombinant FAS-TE, OMFH fluorogenic substrate, fluorescence endpoint. inhibition, % at 15 µM. 360,000 compounds, 0.67% hits. AID 602261;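 active = compounds whose normalised, plate-corrected inhibition of enzyme fluorescence in the single-dose primary screen is 50% or more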;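 note: 0% = DMSO with enzyme and 100% = substrate without enzyme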
E coli Lon inh – E. coli protease La inhibition; AID 602123; purified E. coli Lon protease, fluorescence polarization; P0A9M0; 360,000 compounds, 0.42% hits; inhibition, % at 7.94 µM; in the data active = inhibition above about 13%, passing the limit was not always enough;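 note: 0% = enzyme with probe and DMSO and 100% = no enzyme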
bovine MsrA act – activates bovine MsrA enzyme; activation, % at 10.6 µM; 360,000 compounds, 0.3% hits; purified bovine MsrA, absorbance read-out; in the data active = activation above about 7.5%;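 note: 0% = vehicle and 100% = reference activator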
Numbers without * were called inactive; i = inactive; . = not tested or not shown.

Under each structure: CendR NRP1 mod	Rin1-Abl PPI inh	SKN-1 block	E coli Lon inh	FAS-TE inh	bovine MsrA act	Neddyl block	MT1-MMP act inh	PABP1 MLLE inh
- CCOC(=O)C1CCCN(S(=O)(=O)c2ccc(OC)c3ccccc23)C1 (centres undefined)
 : 4	-1	-3	9	17	-2	i	0	-8
- Cc1c(C#N)c(NC(=O)c2ccccc2)n(Cc2ccccc2)c1C
 : 1	-1	9	6	-1	-1	i	4	-9
- C#CCN1C(=O)S/C(=C\c2cc3c(cc2OC)OCO3)C1=O
 : -35	1	6	-3	-16	-3	i	-12	-45
- C[N+](C)(C)CCCCCCC(=O)/C=N/O
 : 9	3	4	5	-8	-7	i	0	-137
- CCOC(=O)CSc1ncnc2c1c(-c1ccccc1)cn2-c1ccc(OC)cc1
 : 0	-4	3	0	22	-4	i	-6	2
- Cc1cccc(C)c1NC(=O)N1CCC(N2CCCCC2)CC1
 : -18	-2	1	0	-12	-4	i	9	9
- C=CCN1c2ccccc2Sc2cnccc21
 : 6	-3	9	3	2	-2	i	-15	15
- COc1cccc(N2CCN(c3ccc4nnc(CCC(=O)Nc5cc(C)ccn5)n4n3)CC2)c1
 : -8	1	-26	-6	-1	-5	i	3	-14
- CCOc1ccccc1N/C(=C(/C(Cl)=C(Cl)Cl)[N+](=O)[O-])n1cncn1
 : -40	-2	10	0	-98	-4	i	-4	10
- O=C(Nc1ccc(Br)cc1)C1CCN(C(=O)c2ccco2)CC1
 : -5	2	1	0	-2	1	i	-4	2
- Cc1ccccc1NC(=O)c1nc[nH]c1C(=O)NCc1ccccc1
 : -39	4	-3	4	13	2	i	1	-6
- O=S(=O)(Nc1cccc(-n2cnnn2)c1)c1ccccc1C(F)(F)F
 : -3	5	15	-3	0	-2	i	2	6
- Cc1cc(C(=O)Nc2ccc(F)cc2F)on1
 : 5	2	14	2	-3	-5	i	0	5
- CCCCc1ccc(NC=C2C(=O)OC3(CCCCC3)OC2=O)cc1
 : 2	0	12	1	28	2	.	3	-5
- CN1CCN(CCC(=O)Nc2ccc(F)c(F)c2)CC1
 : -5	-1	-32	-4	-12	-12	i	3	9
- CCC(C)NC(=O)COCc1cc(-c2ccc3c(c2)OCO3)on1 (centres undefined)
 : 6	1	-10	2	3	-3	i	3	-16
- O=C(N/N=C/c1c(F)c(F)c(F)c(F)c1F)c1cc(-c2ccccc2)nc2ccccc12
 : -4	-1	32	-5	2	-2	i	-1	22
- CNc1nc(Cl)c(SC)c(NC2CCCCC2)n1
 : -4	1	7	2	0	-10	i	3	20
- O=C(Cn1[nH]c(=O)c2ccccc2c1=O)Nc1cccc(-c2nnc3n2CCCCC3)c1
 : -14	-1	13	1	2	-1	i	-3	-6
- Cc1ccc(-n2nc3c(c2NC(=O)c2ccc4c(c2)OCO4)CSC3)c(C)c1
 : -3	-1	6	-5	-2	-4	i	-3	-3
- CCCC(=O)NCc1nc2ccccc2n1CC(=O)c1ccccc1
 : -3	1	11	2	-6	-2	i	-2	3
- COc1ccc(C(=O)CSc2nnc(CNc3ccc(F)cc3)o2)cc1
 : 3	2	2	3	1	-5	i	-2	-44
- CCOC(=O)c1ccccc1NC(=O)CSc1nc(N)cc(N)n1
 : 10	0	-12	5	1	-3	i	4	2
- Cc1ccccc1CN1C(=O)[C@H]2Cc3c([nH]c4ccccc34)C(C)(C)N2C1=O
 : 8	-5	11	3	12	-2	i	5	10
- COc1ccc(NC(=O)C2(S(=O)(=O)c3ccc(C)cc3)CC2)cc1OC
 : 2	-1	-11	-5	-1	-5	i	3	-14
- Cc1ccc(S(=O)(=O)CC(=O)Nc2nc(C(C)(C)C)cs2)cc1
 : 16	1	30	0	-37	-1	i	2	10
- C=CCn1c(Cc2ccccc2)n[nH]c1=S
 : 1	-2	4	4	-5	7	i	0	-21
- COc1ccc(Cl)cc1C(=O)NNC(=O)CNC(=O)c1ccco1
 : 10	0	23	-2	-6	-3	i	0	3
- CCOC(=O)C1CCCN(CC(=O)Nc2ccc(C(=O)Nc3ccccc3OC)cc2)C1 (centres undefined)
 : 2	-5	-2	12	6	-7	i	1	13
- COc1ccc(/C=N/NC(=O)c2[nH]c(C)c(C(=O)N/N=C/c3ccc(OC)cc3)c2C)cc1
 : -7	0	7	6	-10	-4	i	2	25
- COC(=O)C1=NN(c2ccc(OC)cc2)C2C(=O)N(c3ccccc3OC)C(=O)C12 (centres undefined)
 : -3	-2	8	-1	0	-5	i	0	1
- Cc1ccccc1-c1ccc(C(=O)NCc2ccccc2)o1
 : 8	-1	-5	5	12	0	i	2	6
- CC(C)CN(C(=O)CN1CCOCC1)c1c(N)n(CC(C)C)c(=O)[nH]c1=O
 : -3	-1	4	-4	-8	-5	i	0	7
- COc1ccc(CCNC(=O)c2ccc(Cl)cc2)cc1
 : 6	-1	10	11	-1	-3	i	1	5
- COC(=O)c1ccc(NC(=O)c2cccc(C)c2)cc1
 : 7	-1	10	-1	-3	-1	i	-2	2
- CCCS(=O)(=O)c1nc(S(=O)(=O)c2ccc(C)cc2)c(N2CCc3ccccc3C2)s1
 : -6	-4	-2	4	25	-3	i	-7	-8
- O=c1oc(-c2ccc(Br)cc2)nc2ccccc12
 : -8	1	12	-2	6	-2	i	-2	-5
- Cc1n[nH]c(C)c1S(=O)(=O)N1CCCC(C(=O)NCc2ccc(F)cc2)C1 (centres undefined)
 : 9	2	-3	-8	0	-5	i	3	2
- CCOC(=O)c1csc(NC(=O)Nc2cccc(Cl)c2)n1
 : -17	-4	11	3	-6	-3	i	-5	6
- O=C(Nc1ccc(F)cc1F)c1c(C(F)(F)F)ccnc1Oc1ccc(Cl)cc1
 : -4	1	-11	4	-1	-1	i	-5	-4
- CCC(Sc1nncn1C)C(=O)Nc1cc(C)on1 (centres undefined)
 : 10	-1	13	-1	-5	-3	i	0	1
- COc1ccc(C(CC(=O)N2CCCCC2)c2c(OC)cc(OC)c3c(-c4ccccc4)cc(=O)oc23)cc1 (centres undefined)
 : 0	0	-14	17	23	-1	i	-18	1
- CC(C)(C)OC(=O)NCc1ccc(CNC(=O)c2nc[nH]c2C(=O)NCc2ccccc2)cc1
 : 5	2	7	8	7	-2	i	9	5
- O=C(Nc1ccc(NC(=O)C2CCCN2C(=O)OCc2ccccc2)cc1)c1ccco1 (centres undefined)
 : -10	2	-22	-3	-6	-11	i	2	5
- Nc1ccc2ncccc2c1
 : 0	4	3	-10	-4	-1	i	-4	0
- Cc1ccc(NC(=O)c2ccccc2OCC(=O)c2ccccc2)cc1
 : -9	-2	0	1	26	3	i	2	0
- Cn1c(COc2ccccc2)nnc1SCCSc1nnc(COc2ccccc2)n1C
 : -6	3	-6	1	-3	-2	i	5	8
- COc1ccccc1-c1cnc(C(O)c2c(C)cccc2C)[nH]1 (centres undefined)
 : 0	-2	3	-1	-2	-2	i	0	0
- COc1ccc(O)c(-c2cc(-c3ccccc3[N+](=O)[O-])[nH]n2)c1
 : 1	-4	3	-1	-2	-6	i	10	-16
- Cc1cc(C(O)c2ncc(-c3ccccc3F)[nH]2)ccc1F (centres undefined)
 : -2	-3	5	-3	-2	-1	i	3	-8
- CCCCOc1cccc(C(=O)NC(=S)Nc2cccnc2)c1
 : -16	1	5	19*	16	-2	i	-5	24
- CCOc1ccc(CN(C)C(=O)CN2C(=O)NC(c3ccccc3)(c3ccccc3)C2=O)cc1
 : 8	1	-7	-5	18	-2	i	3	7
- CN(c1ccc(OCC(=O)Nc2nc(-c3ccccc3)cs2)cc1)S(=O)(=O)c1ccc(F)cc1
 : 4	0	-3	6	37	-7	i	-1	14
- O=C(CN(Cc1ccccc1)S(=O)(=O)c1ccc2c(c1)OCCO2)N/N=C/c1cccc(Br)c1
 : 1	-3	5	4	31	-7	i	3	-2
- CC(Oc1cc2oc(=O)c3c(c2cc1Cl)CCCC3)C(=O)NCc1ccncc1 (centres undefined)
 : -2	-5	14	-2	-2	-2	i	-2	10
- CCCN1Cc2cccc(C(=O)Nc3ccc(C)cc3)c2C1=O
 : 0	0	8	1	-4	0	i	0	-2
- CN1CCN(/N=C/c2ccc(N(C)c3ccccc3)cc2)CC1
 : 8	3	69	-5	-3	-3	i	1	4
- Cc1nonc1NC(=O)CSc1nnnn1-c1ccccc1
 : 1	0	-11	-9	-5	-12	i	1	-1
- CN(C)c1ccc(P(=O)(OC2CCCCC2)C(O)c2cccnc2)cc1 (centres undefined)
 : 0	3	-6	-2	-8	2	i	1	5
- O=C(O)c1ccc(S(=O)(=O)N2CCCc3ccccc32)cc1
 : 3	3	-17	8	-6	-3	i	1	-3

Continued:
Under each structure: CendR NRP1 mod	Rin1-Abl PPI inh	SKN-1 block	E coli Lon inh	FAS-TE inh	bovine MsrA act	Neddyl block	MT1-MMP act inh	PABP1 MLLE inh
- CCOc1cc(-c2noc(-c3ccncc3)n2)cc(Br)c1OC
 : -56	1	-11	8	0	1	i	-1	-1
- CCN(C(=S)NCc1ccccc1)c1ccccc1
 : -1	0	8	1	14	-2	i	4	-117
- CC1=NNC(=O)C1Oc1ccccc1 (centres undefined)
 : 13	0	-12	7	-4	-4	i	-3	3
- Cc1ccc(NC(=O)Cc2nc(CCl)cs2)cc1
 : -18	1	13	1	2	-2	i	-2	-21
- COC(=O)[C@H](CC(C)C)NC(=O)Nc1ccc(F)cc1
 : 2	3	-2	2	-2	0	i	3	-6
- O=C(CN1CCCC1c1cccs1)Nc1cc(S(=O)(=O)N2CCCC2)ccc1Cl (centres undefined)
 : -3	-1	15	8	14	-2	i	1	-11
- Cc1ccc(N=C(NO)c2cnccc2C(F)(F)F)c(C)c1
 : 6	3	20	-11	-4	-2	i	4	5
- CCOc1ccc(-c2nc(CCl)cs2)cc1OC
 : 7	-2	10	-3	-2	1	i	-3	20
- O=c1cc(CN2CCN(c3ccccc3)CC2)nc2scc(-c3ccccc3)n12
 : 5	-2	16	-10	-1	-1	i	-7	-37
- Cc1ccc2[nH]c(=O)c(-c3nc4ccccn4c3NCc3ccco3)cc2c1
 : -12	-5	-16	-1	-9	-14	i	1	-4
- C/C(=N\NC(=O)C1CC1)c1ccc(Cl)c(Cl)c1
 : -4	2	1	-16	-7	-12	i	2	-1
- O=C(CSc1nnc(-c2ccco2)o1)NCCc1ccccc1
 : -2	0	13	-7	-5	0	i	2	15
- S=c1[nH]c2cc3ccccc3cc2[nH]1
 : -9	-25	-2	-6	-1	-3	i	4	-56
- COc1ccccc1NS(=O)(=O)c1ccc2oc(=S)[nH]c2c1
 : 8	-2	-5	2	-4	5	i	-2	-119
- Cn1ncc(Br)c1NC(=O)c1ccco1
 : -5	3	-9	-8	-7	0	i	1	9
- N#Cc1nc(-c2ccccc2)oc1NCCN1CCCCC1
 : 12	8	1	-8	-9	-2	.	11	-8
- Brc1cccc(-c2nc(-c3ccncc3)no2)c1
 : 3	-2	77*	-9	3	-4	i	-3	5
- O=C(c1ccc(C(F)(F)F)cc1)C1CCCN(C(=O)c2csnn2)C1 (centres undefined)
 : 13	0	5	12	-1	-1	i	0	12
- COc1ccc(CC(NC(C)=O)C(=O)NC2CCN(C(=O)c3cc(OC)c(OC)c(OC)c3)CC2)cc1 (centres undefined)
 : 0	-2	-7	-10	-7	-3	i	2	-2

Some entries already given, limited to Rin1-Abl PPI inh:
SMILES,Rin1-Abl PPI inh
CCN(C(=S)NCc1ccccc1)c1ccccc1,0
CC1=NNC(=O)C1Oc1ccccc1 (centres undefined),0

Record cards, from the list above. Screens in order: CendR NRP1 mod	Rin1-Abl PPI inh	SKN-1 block	E coli Lon inh	FAS-TE inh	bovine MsrA act	Neddyl block	MT1-MMP act inh	PABP1 MLLE inh
COC(=O)[C@H](CC(C)C)NC(=O)Nc1ccc(F)cc1 in the list: 2	3	-2	2	-2	0	i	3	-6
Cn1ncc(Br)c1NC(=O)c1ccco1 in the list: -5	3	-9	-8	-7	0	i	1	9

Rows are unselected. About 4% of those tested had a hit in this group.
